Bioassay records from PubChem BioAssay.
aSyn yeast rescue = qHTS of alpha-syn Inhibitors: NCGC Sytravon Library Screen; Potency, µM (highest dose often 46.1 µM), for inactives: at the highest dose growth rescue (activation), actives largely listed as activators; 94,000 tested, 0.02% active; S. cerevisiae alpha-synuclein toxicity rescue, BacTiter-Glo growth, 24 h; active = well fitted activation curve with a large enough effect; inconclusive = small, poorly fitted or top-dose-only effect; note: 0% is about no effect
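Growth restoration measured by BacTiter-Glo luminescence after 24 hr at 30 deg C; alpha-synuclein yeast, raffinose-pregrown to mid-log, were added at OD600=0.02 in galactose medium onto pinned compounds.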
* marks the source's active call; other numbers are inactive results; ? = inconclusive. Potency is the fitted concentration of half-maximal effect. Only part of the results is shown, so the mix of outcomes need not match the whole.

SMILES	aSyn yeast rescue
CCN(C(=O)C1CCCN(c2nc(-c3ccc(OC)cc3)no2)C1)c1ccc(OC)cc1 (configuration not stated)	-9%
COc1cccc(-c2nc(CS(=O)(=O)CC(=O)NCc3cccc(Cl)c3)c(C)o2)c1	-11%
COc1ccc(-n2nnnc2C2CCN(S(=O)(=O)c3cc(Cl)ccc3OC)CC2)cc1	15%
Cc1ccsc1/C=N/N1CCN(c2ccccn2)CC1	-12%
COc1ccccc1NC(=O)C1=C(C)Nc2nc(SCc3cccc(F)c3)nn2C1c1ccc(C(=O)O)cc1 (configuration not stated)	?
CCC(=O)Nc1cccc(-c2cn3c(C)csc3n2)c1	-7%
COc1ccc(-c2cc(C(=O)NC3=NCCS3)c3ccccc3n2)cc1OC	-13%
CC(=O)c1ccc(N2CCN(Cc3cc(=O)n4c(-c5ccccc5)csc4n3)CC2)cc1	16%
Cc1ccc(NC(=O)c2c(C)oc3ncn(C)c(=O)c23)cc1F	-11%
Cc1ccsc1-c1nc(CSCC(=O)N2CCN(c3ccccc3)CC2)c(C)o1	-6%
COc1ccc(NC(=O)/C(C#N)=C/c2ccc(OCc3cc(=O)n4nc(C)sc4n3)cc2)cc1	-15%
COc1ccccc1NC(=O)CN(c1ccc([N+](=O)[O-])cc1)S(=O)(=O)c1ccccc1	4%
Cc1ccc(SCC(=O)OCC(=O)NCc2cccs2)cc1	-4%
Cc1ccc(C(=O)NCCSc2c[nH]c3ccccc23)cc1C	3%
CCOC(=O)C1CCC(CN(Cc2ccc(OC)cc2)S(=O)(=O)c2ccc(C)cc2)CC1 (configuration not stated)	-7%
O=C(CSc1nccn1Cc1ccc(F)cc1)NC1CCCC1	3%
O=C(CC1N=C2c3ccccc3N=C(SCC(=O)Nc3cccc(Cl)c3)N2C1=O)NCc1cccs1 (configuration not stated)	-12%
O=C(CSc1nc(=O)n(CCCN2CCOCC2)c2c1CCCC2)Nc1ccc(Cl)cc1	7%
CCOC(=O)C1CCCN(S(=O)(=O)CCNC(=O)c2ccccc2)C1 (configuration not stated)	-8%
COc1ccc(-c2nnc(SCC(=O)Nc3ccc(F)cc3)s2)cc1	-11%
O=C(COc1ccc(Cl)cc1)Nc1ccc2c(c1)OCO2	6%
O=C(Cc1csc(NC(=O)Nc2ccc(Cl)cc2)n1)NCc1ccccn1	-12%
Cc1ccc(CSc2ncc(Cl)c(C(=O)Nc3sc4c(c3C(N)=O)CCCC4)n2)cc1	-1%
CSc1ccc(S(=O)(=O)N2CCC(C(=O)NCc3cccnc3)CC2)cc1	2%
CS(=O)(=O)c1cnc(-c2ccccc2)nc1Sc1ccc(F)cc1	5%
CC(C)(C)OC(=O)N1CCC(c2c(C(=O)NCc3ccco3)cnn2-c2ccccc2)CC1	2%
CCOC(=O)c1ccc(CN(Cc2ccc(Br)cc2)S(=O)(=O)c2cccc(C(F)(F)F)c2)cc1	1%
Cc1ccc(C)c(N2CCN(S(=O)(=O)c3cccc4cccnc34)CC2)c1	3%
COc1ccc2oc(=O)c(-c3csc(-c4ccc(Br)cc4)n3)cc2c1	-5%
CCc1ccc(-c2nc(CSCC(=O)NCc3ccccc3OC)c(C)o2)cc1	25%
O=C(Nc1ccc(C(F)(F)F)cc1)N1CCN(c2ccnc3cc(Cl)ccc23)CC1	-8%
CCOC(=O)c1c(NC(=S)NC(=O)c2ccc(Cn3cc(Cl)cn3)o2)sc2c1CCC(C)C2 (configuration not stated)	0%
CCN(c1ccccc1)S(=O)(=O)c1ccc2[nH]cc(C(=O)NC3CCCCC3)c(=O)c2c1	-1%
Cc1cc2oc(C(=O)Nc3sc4c(c3C(=O)NCc3ccco3)CCC4)cc(=O)c2cc1C	1%
COc1ccccc1CNC(=O)c1cnc(SC)nc1C	-1%
COc1ccc(-c2nnc(SCc3cc(=O)c4cc(C)cc(C)c4[nH]3)n2C)cc1	6%
C[C@@H]1CN([C@H](C)CO)C(=O)CCCn2nncc2CO[C@H]1CN(C)Cc1ccccc1C(F)(F)F	4%
COCCn1c(SCC(=O)c2ccccc2)nc2cc(C(=O)NC3CCCC3)ccc2c1=O	-1%
C#CCCCCCCCCC(=O)NCCCC	5%
COc1cc2c(C(=O)N3CCN(c4cccc(C)c4)C(C)C3)cn(CC(C)C)c(=O)c2cc1OC (configuration not stated)	-2%
Cc1[nH]c2ccccc2c1/C=N/NC(=S)NC(C)C	16%
COc1ccc(-c2cc(C(F)(F)F)n3nc(C(=O)N4CCN5CCCC5C4)cc3n2)cc1OC (configuration not stated)	-4%
Cc1cccc(C)c1OCC(=O)N1CCC(c2nc3ccccc3o2)CC1	2%
Cc1ccc(S(=O)(=O)NCC(Nc2cccc(Cl)c2)c2ccccc2)cc1 (configuration not stated)	3%
COc1ccccc1C(=O)CSc1nccn1C	-9%
CCCCOc1ccc(C(=O)NCC2(N3CCN(C)CC3)CCCCC2)cc1	6%
Cc1ccc(OCC(=O)OCc2cc(=O)n3nc(C4CCCCC4)sc3n2)cc1	4%
CCCCN(C(=O)C1=COCCO1)c1c(N)n(CCC)c(=O)[nH]c1=O	3%
Cn1c(SC2CCCCC2=O)nnc1-c1ccccc1F (configuration not stated)	14%
CC1=C(C(N)=O)C(c2cccc(Br)c2)n2nc(SCc3ccccc3)nc2N1 (configuration not stated)	1%
Further structures follow:
SMILES	aSyn yeast rescue
Cc1ccc(NC(=O)COc2ccc(-c3nn(C)c(=O)c4ccccc34)cc2)cc1	5%
Cc1ccc(S(=O)(=O)N2CCC(C(=O)NNC(=O)c3ccccc3O)CC2)cc1	-6%
COC(=O)COc1ccc(S(=O)(=O)NCc2ccncc2)cc1	0%
O=C(Nc1nnc(-c2ccc(Br)cc2)o1)C1=COCCO1	4%
CN(C)/C=C(/C(=O)c1ccccc1Cl)S(C)(=O)=O	-5%
CCOc1ccccc1N1CCN(S(=O)(=O)c2ccc(C3CCCCC3)cc2)CC1	5%
Cc1occc(=O)c1OCc1ccccc1	-4%
CCc1nnc(NC(=O)CSc2nnc(CNC(=O)c3ccccc3)o2)s1	-7%
CCOC(=O)C1CCCN(C(=S)Nc2ccc(Nc3ccccc3)cc2)C1 (configuration not stated)	?
O=C(NC1CC(=O)N(c2ccc3c(c2)OCCO3)C1)c1c(F)cccc1Cl (configuration not stated)	1%
CC(C(=O)OCC(=O)c1c(N)n(C)c(=O)n(C)c1=O)N1C(=O)c2ccccc2C1=O (configuration not stated)	-10%
Cc1ccc2[nH]c(=O)c3cc(C(=O)N4CCN(c5ccccc5)CC4)sc3c2c1	-6%
O=C(CCc1ccccc1)N1CCc2c([nH]c3ccccc23)C1c1ccc(F)cc1 (configuration not stated)	?
CCN(CC(=O)Nc1c(F)cccc1F)C(=O)c1ccc2c(=O)n3c(nc2c1)CCC3	-8%
COc1ccccc1NC(=O)CC(c1cc(OC)c(OC)c(OC)c1)N1Cc2ccccc2C1=O (configuration not stated)	1%
CCOC(=O)NC(=O)/C(C#N)=N\Nc1cccc(Cl)c1	-7%
CCCc1cc(=O)[nH]c2nnc(SCC(=O)Nc3cc(C)on3)n12	-10%
O=C(CCS(=O)(=O)c1cc2c3c(c1)CCN3C(=O)CC2)Nc1cccc(Br)c1	0%
CCC(=O)Nc1ccc2nc(SCC(=O)N3CCc4ccccc43)sc2c1	-12%
COc1cccc(NC(=S)N2CCC(c3ccc(C)cc3)C2)c1 (configuration not stated)	6%
CN(Cc1ccc(Cl)cc1Cl)C(=O)C1CC(=O)N(Cc2ccco2)C1 (configuration not stated)	6%
COCCCNC(=O)c1ccc(Cn2c(SCc3cccc(C)c3)nc3cccnc32)cc1	5%
Cc1ccc(S(=O)(=O)CCC(=O)N2CCN(c3nc4c(C)c(C)ccc4s3)CC2)cc1	2%
CC(=O)N1c2ccc(S(=O)(=O)N(C)CC(=O)N(Cc3ccccc3)C(C)C)cc2CC1C (configuration not stated)	1%
COc1ccc(-c2cc(C(F)(F)F)nc(SCC(=O)NCc3ccc(OC)c(OC)c3)n2)cc1	-12%
COC(=O)c1ccccc1NC(=O)c1cc2c(-c3ccc(OC)c(OC)c3)nn(C)c2s1	-4%
CCn1cc(Br)c(C(=O)Nc2ccc(C(=O)OC(C)C)cc2)n1	-11%
COc1ccc(OC)c(CNS(=O)(=O)c2c(C(=O)N3CCC(C)CC3)c(C)n(C)c2C)c1	3%
COc1ccccc1N1CCN(C(=O)c2ccc(CS(=O)c3ccccc3C)o2)CC1 (configuration not stated)	-9%
Cc1cc(C)cc(C(=O)NN2CCN(C)CC2)c1	-3%
CCOc1ccccc1NS(=O)(=O)c1ccc2[nH]c(=O)[nH]c2c1	-9%
On1c(-c2ccccc2Cl)nc2ccccc21	-2%
CN(Cc1ccon1)C(=O)CC1C(=O)NCCN1CC(C)(C)C (configuration not stated)	-8%
CCn1cc(C(=O)NCCC(C)C)c(=O)c2cc(S(=O)(=O)N(C)C3CCCCC3)ccc21	-7%
O=C(C1CCN(S(=O)(=O)c2cccc3nonc23)CC1)N1CCN(c2ccc(F)cc2)CC1	1%
C=Cc1ccc(Cn2c(C(=O)O)c(CNCc3cc(Br)ccc3OC)c3ccc(C)cc32)cc1	-4%
CC(C)c1ccc(NC(=O)CC2Oc3ccccc3NC2=O)cc1 (configuration not stated)	6%
COC(=O)CCNC(=O)N1CCN(c2nnc(C)c3c(C)n(-c4ccc(Cl)cc4)nc23)CC1	-1%
O=C(Nc1cccc(Cl)c1Cl)c1ccc2c(c1)N(Cc1cccc(Cl)c1)C(=O)c1ccccc1S2(=O)=O	7%
COc1ccccc1NC(=O)c1sc2nc3c(cc2c1N)CN(Cc1ccccc1)CC3	-8%

In the list so far, two have a tert-butyl group:
SMILES	aSyn yeast rescue
CC(C)(C)OC(=O)N1CCC(c2c(C(=O)NCc3ccco3)cnn2-c2ccccc2)CC1	2%
CN(Cc1ccon1)C(=O)CC1C(=O)NCCN1CC(C)(C)C (configuration not stated)	-8%

Further results:
SMILES	aSyn yeast rescue
Cc1ccc(Cn2c(CN3CCC(C(=O)NCc4cccnc4)CC3)cc3ccccc32)cc1	5%
CCN1CCc2c(sc(NC(=O)c3ccc(S(=O)(=O)N4CCOCC4)cc3)c2C(N)=O)C1	2%
COc1cccc2c(=O)n(CC(=O)N3CCN(c4ccccc4)CC3)ccc12	-10%
O=c1c2sc3ccccc3c2n(Cc2ccccc2F)c(=O)n1CCc1ccccc1	0%
C[C@@H]1CN([C@@H](C)CO)C(=O)CCCn2nncc2CO[C@H]1CN(C)S(=O)(=O)c1ccccc1	-7%
O=C(NCCC1=CCCCC1)C1CCN(C(=O)N2CCOc3ccc(Cl)cc32)CC1	27%
CCCn1nc(C(=O)NNC(=O)C2CSC3(C)CCC(=O)N23)c2ccccc2c1=O (configuration not stated)	5%
Cc1ccc(NC(=O)CSc2nc(=O)cc(N)n2-c2ccccc2)cc1	-6%
O=C1c2ccc(-c3ccc4c(c3)C(=O)N(CCO)C4=O)cc2C(=O)N1CCO	-1%
COc1cccc(C2=C(C(C)=O)Sc3nncn3N2C(C)=O)c1	18%
Cc1ccc(C(=O)COC(=O)c2cc(=O)[nH]c3ccccc23)cc1C	3%
Cc1ccc2nc3c(c(N)c2c1)CCN3C	-7%
COc1ccc(NC(=O)CSc2nnc(Cc3ccccc3)c(=O)n2N)cc1OC	1%
COc1ccc2cc(-c3nc(Cl)c4c5c(sc4n3)CC(C)CC5)c(=O)oc2c1 (configuration not stated)	4%
Cc1cc(C)c(S(=O)(=O)NCc2ccc3c(c2)CCN3C(=O)c2ccccc2)c(C)c1	-4%
COc1ccc(/C=C2/SC(=S)N(CCC(=O)Nc3cccnc3)C2=O)cc1OC	0%
CCc1ccccc1NC(=O)C(CCSC)NS(=O)(=O)c1ccc2c(c1)oc(=O)n2C (configuration not stated)	-1%
Cc1cc(=O)cc(C)n1-c1ccc(Cl)c(Cl)c1	1%
S=C1SCN(Cc2ccccc2)CN1Cc1ccco1	-15%
CN(C)c1ccc(CNC(=O)c2ccc(NC(=O)c3nsc4ccccc34)cc2)cc1	-1%
COc1ccc(NC(=O)C(=O)N/N=C/c2cccnc2)cc1	-11%
CN(CC(=O)Nc1ccc(F)cc1)C(=O)CCc1nc2ccccc2c(=O)[nH]1	-10%
CCNc1ccc(S(=O)(=O)N2CCOCC2)cc1NCC(=O)Nc1cccc(Br)c1	-9%
CC1CCN(C(=O)Cn2c(=O)oc3cc(S(=O)(=O)N4CCCCC4)ccc32)CC1	4%

In the list so far, these contain fluorine:
SMILES	aSyn yeast rescue
COc1ccccc1NC(=O)C1=C(C)Nc2nc(SCc3cccc(F)c3)nn2C1c1ccc(C(=O)O)cc1 (configuration not stated)	?
Cc1ccc(NC(=O)c2c(C)oc3ncn(C)c(=O)c23)cc1F	-11%
O=C(CSc1nccn1Cc1ccc(F)cc1)NC1CCCC1	3%
COc1ccc(-c2nnc(SCC(=O)Nc3ccc(F)cc3)s2)cc1	-11%
CS(=O)(=O)c1cnc(-c2ccccc2)nc1Sc1ccc(F)cc1	5%
CCOC(=O)c1ccc(CN(Cc2ccc(Br)cc2)S(=O)(=O)c2cccc(C(F)(F)F)c2)cc1	1%
O=C(Nc1ccc(C(F)(F)F)cc1)N1CCN(c2ccnc3cc(Cl)ccc23)CC1	-8%
C[C@@H]1CN([C@H](C)CO)C(=O)CCCn2nncc2CO[C@H]1CN(C)Cc1ccccc1C(F)(F)F	4%
COc1ccc(-c2cc(C(F)(F)F)n3nc(C(=O)N4CCN5CCCC5C4)cc3n2)cc1OC (configuration not stated)	-4%
Cn1c(SC2CCCCC2=O)nnc1-c1ccccc1F (configuration not stated)	14%
O=C(NC1CC(=O)N(c2ccc3c(c2)OCCO3)C1)c1c(F)cccc1Cl (configuration not stated)	1%
O=C(CCc1ccccc1)N1CCc2c([nH]c3ccccc23)C1c1ccc(F)cc1 (configuration not stated)	?
CCN(CC(=O)Nc1c(F)cccc1F)C(=O)c1ccc2c(=O)n3c(nc2c1)CCC3	-8%
COc1ccc(-c2cc(C(F)(F)F)nc(SCC(=O)NCc3ccc(OC)c(OC)c3)n2)cc1	-12%
O=C(C1CCN(S(=O)(=O)c2cccc3nonc23)CC1)N1CCN(c2ccc(F)cc2)CC1	1%
O=c1c2sc3ccccc3c2n(Cc2ccccc2F)c(=O)n1CCc1ccccc1	0%
CN(CC(=O)Nc1ccc(F)cc1)C(=O)CCc1nc2ccccc2c(=O)[nH]1	-10%
